Screening data as filed in PubChem.
VEEV TC-83 Vero – inhibitors of VEEV TC-83 cytopathic effect, confirmation, Vero cells (AID 588727); inhibition, % at 20 µM, or IC50 in µM where a hit was titrated; Vero cells, VEEV TC-83 cytopathic effect inhibition; higher % means a stronger effect; hit rate 0.13% among 350,000; in the data active = a potency from the dose series; inconclusive = inhibition mostly from about 14% at the one dose, without a potency; inactive = the rest, 99 in 100 with inhibition below about 12%; note: strong numbers were not always called active
M. tuberculosis – growth inhibition of non-replicating M. tuberculosis (AID 488890). Mycobacterium tuberculosis non-replicating, growth inhibition; higher % means a stronger effect. one-dose inhibition, % at 25 µM; IC50 in µM for titrated hits. hit rate 0.39% among 320,000; in the data active = a potency from the dose series; inconclusive = inhibition mostly from about 82% at the one dose, without a potency; inactive = the rest, 99 in 100 with inhibition below about 76%;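 note: plate controls were DMSO cells for no effect and high antibiotic wells for full effect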
M. tuberculosis HTS – M. tuberculosis growth inhibition, HTS (AID 449762); M. tuberculosis H37Rv growth inhibition, 7H9 media; higher % means a stronger effect; one-dose inhibition, % at 25 µM; IC50 in µM for titrated hits; hit rate 0.59% among 330,000; in the data active = a potency from the dose series; inconclusive = inhibition above about 70% without an active follow-up result;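 note: bacterial growth assessed after seven days of incubation; strong numbers were not always called active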
H1N1 NS1A inhibition – H1N1 influenza NS1A inhibitors, functional cell based assay (AID 504329). NS1A functional cell-based assay, percent inhibition; higher % means a stronger effect. inhibition, % at 12.5 µM, or IC50 in µM where a hit was titrated. hit rate 0.3% among 340,000; in the data active = a potency from the dose series; inconclusive = inhibition above about 27% without an active follow-up result; note: strong numbers were not always called active
PhoP GFP inhibition – PhoP regulon inhibitors, Salmonella typhi PhoP promoter GFP reporter, confirmatory (AID 1850). Salmonella Typhi PhoP-promoter GFP reporter, fluorescence, 4 h; higher % means a stronger effect. one-dose inhibition, % at 50 µM; IC50 in µM for titrated hits. hit rate 0.33% among 310,000; in the data active = a potency from the dose series; inconclusive = inhibition mostly from about 25% at the one dose, without a potency; inactive = the rest, 99 in 100 with inhibition below about 19%;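 note: 0% = induced wells with vehicle and 100% = uninduced wells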
VEEV TC-83 Vero 10K pilot screen – second read-out of VEEV TC-83 Vero, no call of its own (marks repeat the call); inhibition, %; measured here: 10K pilot screen inhibition
Numbers without * were called inactive; i = inactive; ? = inconclusive; . = no result given. Hits appear at their usual frequency; any-hit rate near 1.6%.

SMILES	VEEV TC-83 Vero	M. tuberculosis	M. tuberculosis HTS	H1N1 NS1A inhibition	PhoP GFP inhibition	others
CC1CCN(c2oc(Cc3cccc4ccccc34)nc2C#N)CC1	3.0%	5.5%	-10.5%	13.3%	-1.9%
COc1ccccc1Cn1nnc2c(=O)[nH]c(C3CCN(C(=O)c4ccc(F)cc4)CC3)nc21	4.9%	10.6%	-1.2%	-19.8%	2.1%
NNC(=O)c1ccc(S(=O)(=O)N2CCc3ccccc32)cc1	1.8%	15.6%	6.0%	-0.2%	12.8%
Cc1cccc(CCNS(=O)(=O)c2ccc3c(c2)NC(=O)CS3)c1	0.1%	20.3%	2.3%	-1.4%	-1.7%
O=S1c2ccccc2Sc2ccccc21	i	.	.	-0.1%	.
COCCN(CCOC)C(=O)COC(=O)c1cc([N+](=O)[O-])ccc1Cl	0.6%	2.4%	8.9%	12.2%	4.0%
COc1ccc(CNC(=O)c2ccc(S(=O)(=O)N3CCCC3)cc2)cc1OC	2.1%	8.6%	3.8%	-2.4%	6.5%
Cc1cccc(N(CC(=O)NCc2ccc3c(c2)OCO3)C(=O)CCC(=O)Nc2ccccn2)c1	7.2%	11.2%	9.2%	-6.6%	-9.7%
CCOc1cc(N2CCCC2)ccc1[N+](=O)[O-]	1.1%	0.8%	-2.0%	1.1%	4.1%
O=C(O)c1cccc(-c2ccc(/C=N/n3cnnc3)o2)c1	0.9%	9.3%	4.6%	-6.9%	0.2%
COc1ccc(N(CN2C(=O)C3CC=CCC3C2=O)C(=O)c2ccco2)cc1 (stereo unspecified)	2.0%	-4.7%	-3.4%	3.3%	-3.8%
COc1ccc(CN2CCN(S(=O)(=O)c3ccccc3)CC2)cc1Br	0.6%	-2.7%	-1.8%	0.8%	5.4%
CCN(CC(=O)Nc1c(F)cccc1F)C(=O)CCc1nc2ccccc2c(=O)[nH]1	3.1%	-7.5%	-9.0%	-4.3%	6.4%
Cc1nc2ncnn2c(C)c1CCC(=O)N1CCN(c2ccccn2)CC1	2.9%	12.6%	4.8%	2.2%	-15.4%
Cc1nn(CC#N)c(=O)n1-c1ccc(F)cc1	0.1%	-7.0%	-2.4%	0.6%	-5.4%
Cc1nc2ncnn2c(N2CCCC(C(=O)Nc3ccccc3Br)C2)c1C (stereo unspecified)	0.5%	-3.1%	7.2%	-0.1%	-1.4%
C[C@H]1COC(=O)[C@H](Cc2ccc(F)cc2)CC/C=C/C[C@@H](CC(=O)N(CCO)Cc2ccccc2)C(=O)N1	i	32.2%	-4.3%	-18.9%	.
Clc1ccc2nc(CSc3nnc4ccccn34)cn2c1	0.7%	1.0%	-9.9%	-18.7%	-6.1%
Cc1ccccc1C(C(=O)NC1CCCCC1)N(C(=O)c1ccccn1)c1cccnc1 (stereo unspecified)	1.4%	3.7%	-5.0%	-1.1%	14.0%
CC(C)(C)c1ccc(NS(=O)(=O)c2ccc(N)cc2)cc1	0.9%	8.0%	9.6%	-28.1%	-2.2%
Cc1ccc(C(=O)N=c2sccn2C)cc1S(=O)(=O)N1CCOCC1	9.4%	-8.1%	2.3%	-12.3%	8.0%
O=C(CSc1ncn[nH]1)NCCCc1ccccc1	1.6%	-2.0%	-1.3%	-2.6%	-2.2%
COc1ccc(C2=NO[C@@H]3C(=O)N(Cc4ccccc4)C(=O)[C@H]23)c(OC)c1	2.3%	16.9%	3.0%	.	2.6%
OC(CNCc1ccco1)Cn1c2ccc(Br)cc2c2cc(Br)ccc21 (stereo unspecified)	i	47.8%	?	1.2%	20.8µM*

Fetched by structure from the list above:
SMILES	VEEV TC-83 Vero	M. tuberculosis	M. tuberculosis HTS	H1N1 NS1A inhibition	PhoP GFP inhibition	others
CC(C)(C)c1ccc(NS(=O)(=O)c2ccc(N)cc2)cc1	0.9%	8.0%	9.6%	-28.1%	-2.2%
Cc1nc2ncnn2c(C)c1CCC(=O)N1CCN(c2ccccn2)CC1	2.9%	12.6%	4.8%	2.2%	-15.4%
O=S1c2ccccc2Sc2ccccc21	i	.	.	-0.1%	.

Additional results.
SMILES	VEEV TC-83 Vero	M. tuberculosis	M. tuberculosis HTS	H1N1 NS1A inhibition	PhoP GFP inhibition	others
Cc1ccc(S(=O)(=O)Nc2c(C)n(C)n(-c3ccccc3)c2=O)c(C)c1	0.2%	-3.7%	5.3%	-9.2%	-0.7%
COc1ccc(CNC(=O)C2CCN(S(=O)(=O)c3ccc(-c4nn[nH]n4)cc3)CC2)cc1	2.6%	-4.8%	-6.7%	8.7%	2.1%
Cc1snc(SCC(=O)c2ccc(F)cc2)c1C#N	7.6%	71.0%	10.0%	2.8%	-0.9%
CCOc1ccc([N+](=O)[O-])cc1CNCCc1ccccc1	2.7%	-6.9%	-11.1%	-9.4%	-6.1%
CC(=O)c1c(C)[nH]c(C(=O)CN2C(=O)NC(CCc3ccccc3)C2=O)c1C (stereo unspecified)	10.0%	11.3%	-10.8%	-2.3%	-3.6%
OCCC1CN(Cc2cccn2-c2nccs2)CCN1Cc1ccccc1 (stereo unspecified)	i	3.5%	-5.1%	-2.5%	2.4%
Cc1ccc([C@@H]2CC=C(C(=O)O)[C@H](c3ccc(Br)cc3)N2S(=O)(=O)c2ccc(C)cc2)cc1	i	66.5%	4.3%	0.2%	.
COc1ccc(NS(=O)(=O)c2ccc(SC)cc2)c(OC)c1	i	.	.	5.2%	-8.8%	VEEV TC-83 Vero 10K pilot screen=0.9
COc1ccc(C(=O)NNC(=O)c2cc(C)[nH]n2)cc1	0.9%	-4.6%	-1.2%	9.5%	2.6%
CCOC(=O)c1cc2c(ccc3ccccc32)oc1=O	i	.	52.8%	-4.5%	-4.8%
COc1cc2nc(CSc3nc(-c4ccc(F)cc4)cs3)[nH]c(=O)c2cc1OC	1.7%	1.6%	-1.3%	-3.7%	-8.8%	VEEV TC-83 Vero 10K pilot screen=2.5
COc1ccccc1CNC(=O)CSc1ccc(-c2cccc([N+](=O)[O-])c2)nn1	3.0%	28.5%	0.2%	-0.4%	13.6%
CCOC(=O)N1CCN(C(=O)CSc2nnc(Cc3cccn3C)n2CCc2ccccc2)CC1	i	12.2%	-0.7%	3.3%	9.2%
O=C(Nc1cccc(C(F)(F)F)c1)OC1CN2CCC1CC2 (stereo unspecified)	0.1%	1.9%	4.2%	3.7%	3.1%
CCc1ccc(OCC(=O)Nc2ccc(-c3cc4ccccc4oc3=O)c(OC)c2)cc1	1.5%	-16.6%	-4.7%	-8.2%	-5.2%
CC(=O)Nc1ccc(S(=O)(=O)NCc2cn3c(C)csc3n2)cc1	0.4%	-10.7%	-2.7%	-8.0%	-6.8%
Cc1cc(C)cc(NC(=O)C2CCCN(S(=O)(=O)c3ccc4[nH]c(=O)ccc4c3)C2)c1 (stereo unspecified)	0.8%	9.2%	-6.1%	-1.1%	-13.1%
CC(C)CN(C(=O)COC(=O)c1ccc(Br)o1)c1c(N)n(Cc2ccccc2)c(=O)[nH]c1=O	0.3%	4.1%	-2.6%	8.6%	5.6%
Cc1cccc(CSc2ccc3nnc(-c4ccccn4)n3n2)c1	7.7%	15.9%	-3.8%	0.2%	4.1%
CN1C=CC(=O)[C@@H](OC(=O)Nc2ccc(Br)cc2)[C@H]1c1ccccc1Br	4.4%	.	.	-3.4%	.
O=C1OCc2ccc(NC(=O)C3CC3)cc21	i	-2.6%	-0.7%	-9.9%	-5.1%
Cc1cccc(C(=O)NNC2=C(C(=O)C(F)(F)F)CCC2)c1O	0.6%	?	?	-4.4%	-1.3%
Cc1cc(NCc2ccccc2)n2ncc(-c3ccccc3)c2n1	10.0%	14.7%	66.9%	-27.4%	4.2%
O=C(O)c1ccc(N/C(=N\S(=O)(=O)c2ccc(Cl)cc2)c2ccccc2)cc1	1.2%	0.9%	-2.0%	10.8%	-1.4%
CCOC(=O)c1ccc(CSc2nnc(-c3ccncc3)n2N)cc1	0.1%	49.9%	7.4%	7.0%	12.7%
O=C(CN1CCN(C(=O)c2ccco2)CC1)Nc1ccc(Br)cc1	2.2%	5.7%	-8.1%	7.4%	-6.7%
O=C(CCCc1nc(-c2ccc(Cl)cc2)no1)NC1CCCCC1	i	73.7%	?	8.4%	0.7%
O=C(O)c1cccc(NC(=S)N/N=C/c2c[nH]c3ccccc23)c1	0.6%	-48.5%	2.0%	-5.6%	2.5%
COc1ccc(Cl)cc1-c1nc(SCC(=O)NC2CCS(=O)(=O)C2)n[nH]1 (stereo unspecified)	3.0%	22.5%	-3.0%	-16.0%	.
O=C(NCCC(=O)N1CCCC1)c1ccccc1Cl	2.7%	0.1%	3.2%	-4.7%	-8.7%
O=C(C#Cc1ccccc1)c1ccco1	i	0.43µM*	?	-7.4%	18.9%
CC(=O)C1CCN(Cc2ccccc2)CC1	1.2%	-3.8%	-2.2%	-2.9%	12.6%
CCOC(=O)c1ccccc1NC(=O)COC(=O)C(CC(C)C)NC(N)=O (stereo unspecified)	0.9%	4.4%	6.5%	-5.1%	-22.1%
COc1ccc(NC(=O)c2ccccc2NC(=O)CSc2ccc(C)cc2)cc1	i	5.1%	8.3%	4.7%	-9.1%
O=c1c2ccccc2nc(/C=C/c2ccc(F)cc2)n1-c1ccccc1O	?	1.1%	2.4%	3.0%	-8.4%
CC(=O)Nc1cccc(-c2csc(Nc3ccc(Cl)cn3)n2)c1	8.0%	33.5%	26.5%	-9.5%	4.3%
FC(F)(F)c1ccc(Cl)c(N/N=C/c2ccc(N3CCOCC3)s2)c1	2.5%	?	?	1.4%	-8.1%
COc1cc(NC(=O)CN2C(=O)COc3ccccc32)cc(OC)c1	i	.	.	8.9%	.
Cc1ccccc1OCC(=O)NC(=S)Nc1ccccc1N1CCN(S(C)(=O)=O)CC1	7.8%	7.6%	-2.8%	-8.4%	-10.7%
CCOc1ccc(/C=N/NC(=O)c2c(-c3ccccc3)noc2C)cc1	0.9%	1.3%	-6.4%	-4.8%	-1.9%
Cc1c(OCc2ccc([N+](=O)[O-])cc2)ccc2c3c(c(=O)oc12)CCC3	0.6%	-11.8%	6.4%	-5.7%	2.3%
O=C(CCS(=O)(=O)c1ccccc1)Nc1ccc(-c2nc3ccccc3s2)cc1	0.8%	15.2%	0.9%	6.1%	-3.2%
CCOc1ccc(C(=O)CCC(=O)NNC(=O)CCN2CCN(c3ccccc3)CC2)cc1	1.0%	-0.9%	2.1%	-26.3%	.
O=C(N/N=C/c1ccncc1)c1cccc(NC(=O)c2ccc(Cl)cc2)c1	1.0%	31.5%	2.9%	1.4%	-2.4%
N=C1C(c2ccc(Br)cc2)=C(O)C2CCc3ccccc3N12 (stereo unspecified)	0.8%	-13.3%	26.4%	-3.0%	4.2%
Cc1occc1C(=O)N1CCN(c2ccc([N+](=O)[O-])cc2)CC1	1.1%	7.6%	7.2%	-0.2%	0.2%
O=C(NCc1ccccc1Cl)c1ccc(S(=O)(=O)NCc2ccco2)cc1	12.9%	.	.	-3.4%	.
CN(CC(=O)Nc1ccc(F)c(F)c1F)C(=O)C1CCCC1	i	-7.4%	4.8%	-5.6%	.

The final 3 compounds of the part above come first, to join the parts:
SMILES	VEEV TC-83 Vero	M. tuberculosis	M. tuberculosis HTS	H1N1 NS1A inhibition	PhoP GFP inhibition	others
Cc1occc1C(=O)N1CCN(c2ccc([N+](=O)[O-])cc2)CC1	1.1%	7.6%	7.2%	-0.2%	0.2%
O=C(NCc1ccccc1Cl)c1ccc(S(=O)(=O)NCc2ccco2)cc1	12.9%	.	.	-3.4%	.
CN(CC(=O)Nc1ccc(F)c(F)c1F)C(=O)C1CCCC1	i	-7.4%	4.8%	-5.6%	.
NC(=O)N/N=C/c1cc(Br)ccc1OC(=O)c1ccccc1	0.7%	78.8%	7.2%	-10.7%	-0.5%
COc1ccc(C(C(=O)NC2CCCCC2)N(C(=O)c2sc(C)nc2C)c2ccccc2)cc1 (stereo unspecified)	0.7%	-8.5%	11.3%	-5.2%	-5.0%
O=S(=O)(NCC(Nc1ccccc1)c1ccccc1)c1ccc(Cl)cc1 (stereo unspecified)	0.7%	13.2%	5.9%	3.6%	11.3%
FC(F)Oc1ccc(NC(=S)NCc2cccnc2)cc1	0.7%	?	-1.6%	-9.4%	22.4%
O=C(NCc1ccc2c(c1)OCO2)Nc1cccc(Cl)c1	0.7%	24.1%	-4.9%	-3.2%	3.4%
c1ccc(-c2csc(Nc3cccnc3)n2)cc1	2.3%	8.6%	-1.7%	5.6%	-48.7%
